MITF inh: human MITF inhibition, primary screen; O75030; AlphaScreen MITF homodimerization, bead proximity signal; inhibition, % at 2.6 µM; 0.91% of 650,000 active; in the data active = inhibition above about 50%;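 note: 0% = vehicle wells with protein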
Target sequence (O75030 whole entry, looked up): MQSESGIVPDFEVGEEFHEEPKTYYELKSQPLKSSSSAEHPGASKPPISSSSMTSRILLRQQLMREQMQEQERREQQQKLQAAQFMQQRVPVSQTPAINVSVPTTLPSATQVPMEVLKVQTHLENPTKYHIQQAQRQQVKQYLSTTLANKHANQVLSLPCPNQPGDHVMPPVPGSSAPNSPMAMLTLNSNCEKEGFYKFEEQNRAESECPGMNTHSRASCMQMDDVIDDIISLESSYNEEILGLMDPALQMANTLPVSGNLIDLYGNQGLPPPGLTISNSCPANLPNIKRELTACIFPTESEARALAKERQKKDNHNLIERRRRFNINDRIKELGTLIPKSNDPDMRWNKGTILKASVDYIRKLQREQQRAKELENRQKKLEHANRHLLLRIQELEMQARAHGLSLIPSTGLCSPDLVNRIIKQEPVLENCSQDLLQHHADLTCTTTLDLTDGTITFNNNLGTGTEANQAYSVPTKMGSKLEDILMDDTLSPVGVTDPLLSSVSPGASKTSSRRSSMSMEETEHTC
FBW7 activator: activators of human E3 ligase FBW7. AlphaScreen FBW7–phospho-cyclin E peptide binding, activator screen. Q969H0. 0.13% of 650,000 active. normalized activity (activation), % at 26.1 µM. AID 1259310; in the data active = normalized activity above about 1.9%;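 note: purified mutant Fbw7 with reduced substrate affinity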
TEAD-YAP block: TEAD-YAP interaction inhibition; HEK-TIYL cells, TEAD-Gal4/YAP UAS-luciferase luminescence; inhibition, % at 9.12 µM; 1.4% of 640,000 active; in the data active = inhibition above about 32%;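 note: 0% = median of test compound wells and 100% = reference inhibitor wells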
GPR151 ag: activators of human GPR151; Q8TDV0; PathHunter beta-arrestin GPR151 cells, luminescence; activation, % at 11.2 µM; 1% of 650,000 active; AID 1508602; in the data active = activation above about 4.9%;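 note: 0% = median of compound wells and 100% = cells with positive control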
Target sequence (Q8TDV0 whole entry, looked up): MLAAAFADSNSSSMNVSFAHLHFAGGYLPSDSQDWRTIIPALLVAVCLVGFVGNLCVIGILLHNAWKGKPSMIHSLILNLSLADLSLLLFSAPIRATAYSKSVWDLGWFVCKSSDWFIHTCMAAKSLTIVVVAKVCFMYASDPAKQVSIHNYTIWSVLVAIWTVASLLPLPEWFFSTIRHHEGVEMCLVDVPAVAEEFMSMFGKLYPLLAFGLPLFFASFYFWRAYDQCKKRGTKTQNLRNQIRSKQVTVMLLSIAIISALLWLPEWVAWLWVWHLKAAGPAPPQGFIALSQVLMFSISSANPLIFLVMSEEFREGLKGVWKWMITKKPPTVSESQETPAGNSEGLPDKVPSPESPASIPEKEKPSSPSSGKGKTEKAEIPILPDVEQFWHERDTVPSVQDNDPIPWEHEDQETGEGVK
The depositor's hits bear a star; nt = no result given.

SMILES	MITF inh	FBW7 activator	TEAD-YAP block	GPR151 ag
COC(=O)C1=C(C)N(C)C(=O)/C1=C\c1cc(OC)ccc1OC	14	-0.2	-2	0.8
CC(C)(C)CC(=O)NC1CC(=O)N(c2cccc(F)c2)C1 (centres undefined)	1	-0.1	-5	0.8
O=C(CN1C(=O)C2CC=CCC2C1=O)N1CCN(c2ccccn2)CC1 (centres undefined)	-15	0.0	6	0.4
CCN(CC(=O)NC(C)C)C(=O)c1ccc([N+](=O)[O-])cc1Cl	5	0.2	8	-0.3
CC(C)n1cnc2c(NCCCN3CCOCC3)nc(Nc3ccc(N4CCOCC4)cc3)nc21	-5	0.1	0	0.5
CCN1CCN(CCOCCOc2ccc3c(c2)CCC3)CC1	47	-0.2	-4	-0.4
O=C(Nc1cnn(-c2ccccc2)c1)Nc1ccccc1Cl	-6	0.3	-31	-0.2
CC(=O)C1=C(O)C(=O)N(C)C1c1ccccc1F (centres undefined)	21	0.3	-2	-0.6
COC(=O)c1ccc(NC(=O)c2ccc(C)c([N+](=O)[O-])c2)cc1	15	0.1	-6	-0.2
Cc1ccc(CN2CCc3nnc(CCNC(=O)C4CCCO4)n3CC2)cc1C (centres undefined)	3	-0.1	3	0.7
CCOC(=O)C1=C(C)N=c2s/c(=C\c3cccc(OCCOc4ccccc4)c3)c(=O)n2C1c1ccc(OC)cc1 (centres undefined)	11	-0.1	-11	-0.2
Fc1ccc(-c2cn(-c3ccccc3)c3[n+]2CCS3)cc1	-11	-0.1	-1	-0.7
COc1ccc(OC)c(NC(=O)c2cc(S(=O)(=O)NCCN3CCOCC3)ccc2F)c1	0	-0.1	-2	-0.1
CCC1CCCCN1CCCNC(=O)c1cn(-c2ccc(OC)cc2)c(=O)c2ccccc12 (centres undefined)	-3	0.0	5	0.7
Cc1ccc(-c2nn(-c3ccccc3)cc2/C=N/NC(N)=O)cc1	0	0.1	-44	0.0
COc1ccc(CCNC(=O)c2cn(C)c(=O)c3ccccc23)cc1OC	-2	-0.1	-5	1.0
Cc1nc2ccc(NC(=O)c3ccc(F)cc3)cc2s1	17	0.1	-75	0.1
O=C(CN1C(=O)NC(Cc2c[nH]c3ccccc23)C1=O)NCCCN1CCCC1=O (centres undefined)	-8	-0.2	-3	-0.4
COc1ccccc1OCC(=O)NCC1(CO)CC1	1	0.1	7	-1.4
COc1cc(/C=N/NC(N)=S)cc(OC)c1OC	-5	0.1	-12	1.1
Cc1ncc(-c2ccncc2)c(C2CCN(C(=O)C(C)C)CC2)n1	-7	0.0	-16	-0.5
COc1ccc(CCN2C(=O)CC(NNc3ccc([N+](=O)[O-])cc3)C2=O)cc1OC (centres undefined)	1	0.0	-10	0.9
CCOc1cc(C(=S)N2CCCCC2)ccc1OC(=O)c1cc(OC)c(OC)c(OC)c1	-7	0.1	-5	0.4
Cc1ccc(C(=O)NC(=S)Nc2c[nH]c(=O)[nH]c2=O)cc1	37	-0.1	11	0.0
Cc1ccc(C)c(C(=O)N2CCC3(CC2)CC3C(=O)Nc2cccc(N3CCNC3=O)c2)c1 (centres undefined)	9	0.4	-14	0.9
Nc1nc2ccc(Cl)cc2[nH]1	2	0.1	3	1.1
CCOC(=O)CCSc1cc(C)c2ccccc2n1	-6	0.0	2	0.1
Cc1nn(CC(=O)Nc2sc3c(c2C(=O)OC(C)C)CCCC3)c(C)c1[N+](=O)[O-]	-2	-0.3	-3	-0.3
Cc1ccc(-n2c(N)c3c(N)nc(N4CCOCC4)c(C#N)c3c(C#N)c2=S)cc1	-8	0.7	-12	-0.6
COc1ccc2nc3oc(C(=O)NCc4ccc(F)cc4)cc3cc2c1	-7	-0.1	-5	-0.7
CCC(C)NC(=O)CN(c1ccc(C)cc1)S(=O)(=O)c1ccc(SC)cc1 (centres undefined)	11	0.3	7	-0.1
O=C(CC1S/C(=N/N=C/c2ccc(F)cc2)NC1=O)Nc1ccccc1 (centres undefined)	0	0.3	-10	-0.6
CCOC(=O)N/N=C1\C[C@@H](O)[C@@H](O)[C@@H]2[C@@H]3C(=O)N(CC)C(=O)[C@@H]3CC[C@@H]12	1	0.1	nt	1.3
N/C(Cc1ccc(Cl)cc1)=N\OC(=O)c1ccco1	10	0.7	-29	-0.1
CCC(=O)N/N=C(\C)CC(=O)Nc1ccc(F)cc1	-1	-0.1	0	-0.3
O=C(NN1C(=O)c2ccccc2C1=O)C1CC1	12	0.3	-1	-1.1
Cn1cccc1-c1cc(C(=O)N/N=C/c2ccc([N+](=O)[O-])cc2)[nH]n1	6	-0.1	10	-0.6
CSc1nnc(C(C)(C)C)c(=O)n1/N=C/c1ccccc1[N+](=O)[O-]	11	0.0	6	-0.5
CCOC(=O)c1c(NC(=O)C2CCCN2S(=O)(=O)c2cccc3nsnc23)sc2c1CCCC2 (centres undefined)	10	0.2	6	-0.1
O=S(=O)(Nc1noc2ccccc12)c1c(Cl)cccc1Cl	12	-0.2	-1	1.8

Four compounds from above, sorted by count of non-hydrogen atoms, low to high.
SMILES	MITF inh	FBW7 activator	TEAD-YAP block	GPR151 ag
Nc1nc2ccc(Cl)cc2[nH]1	2	0.1	3	1.1
CCC(=O)N/N=C(\C)CC(=O)Nc1ccc(F)cc1	-1	-0.1	0	-0.3
O=S(=O)(Nc1noc2ccccc12)c1c(Cl)cccc1Cl	12	-0.2	-1	1.8
Cc1ncc(-c2ccncc2)c(C2CCN(C(=O)C(C)C)CC2)n1	-7	0.0	-16	-0.5

Grouped by structure: the entries above with an aryl thioether with sulfur outside any ring (three)
SMILES	MITF inh	FBW7 activator	TEAD-YAP block	GPR151 ag
CCOC(=O)CCSc1cc(C)c2ccccc2n1	-6	0.0	2	0.1
CCC(C)NC(=O)CN(c1ccc(C)cc1)S(=O)(=O)c1ccc(SC)cc1 (centres undefined)	11	0.3	7	-0.1
CSc1nnc(C(C)(C)C)c(=O)n1/N=C/c1ccccc1[N+](=O)[O-]	11	0.0	6	-0.5

Following part:
SMILES	MITF inh	FBW7 activator	TEAD-YAP block	GPR151 ag
CCN(CC)C(=O)C1CCCN(S(=O)(=O)c2cc([N+](=O)[O-])ccc2N2CCc3ccccc3C2)C1 (centres undefined)	17	0.0	-4	-1.0
Cc1ncc([N+](=O)[O-])n1Cc1ccc(Cl)cc1	-5	-0.3	-5	0.4
Cc1oc(C(=O)Nc2ccc(C(=O)O)cc2)cc1COc1ccccc1	0	0.1	-4	1.4
N#C/C(=C/c1ccccc1)c1cccc([N+](=O)[O-])c1	-11	-0.1	4	0.2
C=CCNc1cc(-c2cncc(Br)c2)nc(C)n1	4	1.0	-70	-0.3
O=C(Nc1cccc(-c2nc3cc(Cl)ccc3o2)c1)c1ccccc1	-3	0.0	-9	0.8
O=C1/C(=C/c2ccsc2)CN(Cc2ccccc2)C/C1=C\c1ccsc1	-15	0.2	8	2.7
CCOC(=O)c1c(N)n(-c2ccc(C(=O)O)cc2)c2nc3ccccc3nc12	-4	-0.3	6	0.4
Cc1cc(C)nc(Nc2ncc(O)n2-c2ccc(C)c(Cl)c2)n1	-2	0.1	0	-1.5
COc1ccc2[nH]cc(C(=O)NCc3ccccc3)c(=O)c2c1	0	0.2	11	0.1
CCOC(=O)COc1c(Cl)cc(C=O)cc1Br	6	0.0	-1	1.1
COc1ccc(C(=O)c2ccccc2)cc1CN1CCOCC1	5	-0.1	0	0.6
O=C(O)c1cc(NC2OC(CO)C(O)C(O)C2O)cc([N+](=O)[O-])c1 (centres undefined)	6	0.0	4	0.6
N#Cc1ccc(CSc2nnc(-c3ccccc3F)o2)cc1	11	0.4	1	0.9
O=C(Cc1ccccc1)Nc1cc(Cl)cc(Cl)c1	-4	0.5	4	-0.6
CCCOC1CCCN(C(=O)CCc2nnc(-c3ccc(C(C)=O)s3)o2)C1 (centres undefined)	14	0.6	-20	-0.6
CN(Cc1ccccc1)c1ccnc2c(-c3cccc(C(=O)O)c3)cnn12	-14	-0.3	89*	-4.4
COc1cccc(CNC(=O)c2[nH]c3cc(-c4cn[nH]c4)ccc3c2CN2CC(N)C2)c1	0	-0.5	-5	-2.1
Cc1occc1C(=O)Nc1ccc2c(c1)OCO2	15	0.2	-50	-8.1
CCCNC(=O)c1ccccc1NS(=O)(=O)c1ccc(OC)c(Cl)c1	-11	0.0	-2	-0.6
CC(=O)N(Cc1cc2ccc(C)c(C)c2n2nnnc12)CC1CCCO1 (centres undefined)	18	0.1	-1	0.8
Cc1ccc(NC(=O)C2C3C=CC4(O3)C2C(=O)N(C2CCCCCC2)C4C(=O)NC2CCCCC2)cc1Cl (centres undefined)	-6	-0.1	3	0.0
Cc1ccccc1C(=O)Nc1ccccc1NC(=O)Cc1cn(C)c2ccccc12	16	0.2	-22	1.5
CCn1c(-c2ccc([N+](=O)[O-])cc2)csc1=Nc1cccc2ccccc12	2	-0.2	0	-1.6
CC(=O)c1cccc(-c2cnn3c(NCc4ccc(F)cc4)ccnc23)c1	-1	-0.2	4	-0.1
CC(C)N1CCC(N2CCN(Cc3ccc4c(c3)Cc3ccccc3-4)CC2CCO)CC1 (centres undefined)	-4	-0.1	6	0.2
CC1CCc2c(sc(NC(=O)c3nn4c(C(F)(F)F)cc(-c5ccccc5)nc4c3Cl)c2C#N)C1 (centres undefined)	-6	-0.1	-2	2.9
COc1cc(NS(=O)(=O)c2ccc(Nc3nc(-c4ccc(C)c(C)c4)cs3)cc2)nc(OC)n1	-8	-0.1	-8	-0.2
COCCNC(=O)C1CCC(Cn2c(=S)[nH]c3ccccc3c2=O)CC1 (centres undefined)	-10	-0.2	1	0.5
Cc1ccc(S(=O)(=O)Nc2ccc(NC(=O)c3cccs3)cc2)cc1	3	-0.2	11	0.9
O=C(OCC(=O)N1CCN(c2ccccc2)CC1)c1ccccn1	4	-0.2	1	0.2
O=C(CCC1CCN(C(=O)CCc2ccccn2)CC1)NCC1CCCO1 (centres undefined)	10	-0.1	1	2.0
CC(=O)c1cccc(NC(=O)N2CCCC2C(=O)Nc2c(C)cccc2C)c1 (centres undefined)	-3	-0.2	-2	0.7
O=C(c1ccccc1)N1CCN(Cc2c[nH]c3ccccc23)CC1	28	-0.2	14	0.2
O=C(CSc1nc(-c2ccccc2)c(-c2ccccc2)[nH]1)Nc1ccccc1	7	0.5	0	-0.4
Nc1cc(C(=O)O)ccc1NC(=O)c1ccccc1	10	0.6	-10	-5.5
NC(=S)Nc1ccc(C(F)(F)F)cc1	-1	0.1	6	-0.1
C=CCSc1nc(C)c2cc(C)c(C)cc2n1	-13	0.0	-17	-1.4
O=C(Nc1ccc(F)cc1)N1CCCC1c1nc(-c2ccncc2)n[nH]1 (centres undefined)	3	0.0	4	-0.3
Cc1cccc(N(CC(O)c2ccccc2)S(=O)(=O)c2ccc3c(c2)OCCO3)c1 (centres undefined)	7	0.0	3	0.7

Looked up one by one from the entries so far (seven):
SMILES	MITF inh	FBW7 activator	TEAD-YAP block	GPR151 ag
Nc1cc(C(=O)O)ccc1NC(=O)c1ccccc1	10	0.6	-10	-5.5
C=CCSc1nc(C)c2cc(C)c(C)cc2n1	-13	0.0	-17	-1.4
O=C(CCC1CCN(C(=O)CCc2ccccn2)CC1)NCC1CCCO1 (centres undefined)	10	-0.1	1	2.0
CC(=O)c1cccc(NC(=O)N2CCCC2C(=O)Nc2c(C)cccc2C)c1 (centres undefined)	-3	-0.2	-2	0.7
NC(=S)Nc1ccc(C(F)(F)F)cc1	-1	0.1	6	-0.1
COCCNC(=O)C1CCC(Cn2c(=S)[nH]c3ccccc3c2=O)CC1 (centres undefined)	-10	-0.2	1	0.5
Cc1ccc(S(=O)(=O)Nc2ccc(NC(=O)c3cccs3)cc2)cc1	3	-0.2	11	0.9

The list continues:
SMILES	MITF inh	FBW7 activator	TEAD-YAP block	GPR151 ag
CC(C)[C@@H](CO)Nc1ccc2ncc(-c3cccc(CO)c3)n2n1	10	-0.3	43*	-0.2
C=CCn1c(CCCNC(=O)C(C)(C)C)nc2ccccc21	5	0.0	3	0.3
COc1ccc(N=Cc2nc(-c3ccccc3F)oc2O)c([N+](=O)[O-])c1	10	0.2	6	1.0
CCOc1ccc(-n2c(=S)sc3c2nc(SCC(=O)N(CC)CC)n2c4ccccc4nc32)cc1	-4	-0.1	-9	2.1
CCOC(=O)N1CCC(NCc2c(C(=O)O)n(CC)c3ccccc23)CC1	-1	-0.2	5	-0.7
COc1cccc(NC(=O)CSc2nc3ccccc3c(=O)n2CC2CCC(C(=O)NCc3ccccc3)CC2)c1 (centres undefined)	-10	0.0	2	-0.1
NC(=O)Nc1ccc(C(=O)Nc2cccc(Br)c2)cc1	2	-0.1	-3	0.3
O=C(Nc1ccc(OC(=O)c2ccccc2)cc1)c1ccccc1	-3	0.1	14	-1.4
CCOc1ccc(CCNC(=O)CCCN2C(=O)c3ccccc3C2=O)cc1OCC	8	0.3	0	-1.8
COc1ccc(S(=O)(=O)Cc2ccc(C(=O)NC3CCCC3)o2)cc1	10	-0.1	1	1.2
Cc1cc(C(=O)COc2cccnc2[N+](=O)[O-])c(C)n1C	16	-0.3	5	0.1
O=C1NC(=Nc2ccccc2)S/C1=C\c1ccc(-c2ccccc2[N+](=O)[O-])o1	2	-0.7	7	-0.1
Cn1nnc(NC(=O)c2cc(I)ccc2Cl)n1	15	0.7	10	-0.6
Cn1c(=O)c2c([nH]c(=O)n2Cc2ccc(Cl)c(Cl)c2)n(C)c1=O	6	0.1	9	0.7
COc1ccc(-n2cc(-c3ccccc3)c3c(N4CCN(c5ccccc5OC)CC4)ncnc32)cc1	-3	0.0	1	-0.1
O=C(O)c1ccc2c(c1)-c1cc(C(=O)O)ccc1S2(=O)=O	4	-0.1	-15	1.4
COc1cc(/C=C/c2[nH]c(=O)[nH]c(=O)c2[N+](=O)[O-])cc(Br)c1OCC(=O)O	17	-0.1	3	0.2
CCCCOC(=O)Nc1[nH]c(C)c(C(=O)OCC)c1C	6	0.1	-32	-1.5

Screening results as filed in PubChem BioAssay.
